Compound activity deposited in PubChem by The Scripps Research Institute Molecular Screening Center.
TAAR1 ag = human TAAR1 agonists, primary screen, Fluo-8 calcium fluorescence, CHO RD-HGA16 cells | Trace amine-associated receptor 1 (Homo sapiens), Q96RJ0 | vehicle wells 0%, saturating PEA agonist 100% | activation, % at 3 µM | 0.99% of 360,000 active;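 active = activation above the mean activation of all test compounds in the run plus 3 SD, cut at about 38% in these data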
Target sequence (Q96RJ0 whole entry, looked up): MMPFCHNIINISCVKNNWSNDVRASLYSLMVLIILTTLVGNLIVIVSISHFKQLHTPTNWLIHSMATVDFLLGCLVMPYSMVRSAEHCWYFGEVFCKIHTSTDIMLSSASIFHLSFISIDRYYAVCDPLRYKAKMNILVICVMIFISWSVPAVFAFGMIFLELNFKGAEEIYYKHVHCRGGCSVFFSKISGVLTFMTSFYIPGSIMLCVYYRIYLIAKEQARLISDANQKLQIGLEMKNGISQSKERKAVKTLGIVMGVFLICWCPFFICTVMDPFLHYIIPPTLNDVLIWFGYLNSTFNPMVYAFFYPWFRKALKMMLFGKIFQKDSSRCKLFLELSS
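Test system: RD-HGA16 (CHO) cells co-expressing Gα16 and hTAAR1; dosing: one-point dosing at 3 µM (nominal); timing: 17-24 h seeding, 75 min 37 °C dye, 30 min RT; signal: kinetic Fluo-8 calcium fluorescence; read-out basis: % activation relative to PEA EC100 response; controls: DMSO and PEA EC100; replicates: n 1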
TAAR1 antagonist = human TAAR1 antagonists, primary screen, Fluo-8 calcium fluorescence, CHO RD-HGA16 cells | AID 624466, 2012 | inhibition, % at 3 µM | antagonist | Trace amine-associated receptor 1 (Homo sapiens), Q96RJ0 | 1.5% of 360,000 active;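 active = inhibition above a per-plate cutoff, the mean inhibition of test compounds on that plate plus 3 SD, cut at about 49% in these data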;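 note: 0% = DMSO plus EC80 beta-PEA response and 100% = DMSO alone without agonist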
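Material: CHO RD-HGA16 cells bearing hTAAR1; compound dosing: one-point dosing, 3 µM nominal final; schedule: dye loading 75 min at 37 °C, then 30 min room temperature; measured by: calcium fluorescence with Fluo-8; control set: vehicle and agonist controls; replication: n of 1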
The depositor's hits bear a star. Not all compounds are listed (hit frequency here may not be typical).

1. Nc1c(-c2ccc(C(F)(F)F)cc2)nc2ncccn12
2. CC(C)c1cc(Cn2c3ccccc3c(=O)n2C(C)Cn2cc(-c3ccc(C(C)(C)C)cc3)nn2)on1 (configuration not stated)
3. COc1ccc(CCC(=O)N2c3ccccc3N=C(c3ccc(C(F)(F)F)cc3)C2C(=O)NC(C)(C)C)cc1 (configuration not stated)
4. COc1ccc(NC(=O)C(c2ccc(OC)cc2)n2c(=O)c(-c3cc4ccccc4[nH]3)nc3ccccc32)cc1 (configuration not stated)
5. Cc1[nH]c2ccccc2c1CC(=O)Nc1ccc(Nc2cccnc2)c(-c2cc(C(F)(F)F)cc(C(F)(F)F)c2)c1
6. COc1ccc(C(=O)NCCNc2nc3cc(C)cc(C)c3cc2C#N)cc1
7. Cc1cc(S(=O)(=O)NC(=O)[C@H]2O[C@@H](n3ccc(=O)[nH]c3=O)[C@H](O)[C@@H]2O)ccc1Br
8. COc1ccc(C(C(=O)NCc2ccccc2)n2c(-c3ccccn3)nc3ccccc32)cc1 (configuration not stated)
9. CCCCCNC(=O)C(c1ccc(OC)cc1)n1c(=O)c(-c2ccccc2)nc2ccccc21 (configuration not stated)
10. Cc1ccccc1CN1[C@@H](C)[C@H](c2ccccc2)Oc2cccc(NCC(C)C)c2S1(=O)=O
assay / compound | 1 | 2 | 3 | 4 | 5 | 6 | 7 | 8 | 9 | 10
TAAR1 ag | -1 | -2 | -1 | 1 | 1 | 2 | 8 | 1 | 1 | 1
TAAR1 antagonist | -28 | -4 | -38 | 0 | -7 | -26 | -19 | -8 | -26 | -20

11. CCCN1CCCCC(NC(=O)COCc2ccccc2)C1=O (configuration not stated)
12. O=C(C[C@@H]1CC[C@@H](NC(=O)Nc2cccc(F)c2)[C@@H](CO)O1)NCC1CCCCC1
13. O=C(NCc1ccccc1)[C@@H]1CCCN1C(=O)[C@H]1CCCN1C(=O)c1ccc(F)c(F)c1
14. CCCNC(=O)Nc1ccc2c(c1)OC[C@H](C)N(C(=O)C1CCCCC1)C[C@@H](C)[C@H](OC)CN(C)C2=O
15. NCc1ccc(OCCCN2CCC(C(O)(C3=CCCC3)c3ccccc3)CC2)cc1 (configuration not stated)
16. O=Nc1ccc(Br)cn1
17. CCNC(=O)O[C@@H]1C=C[C@@H](C#Cc2ccc(C(C)(C)C)cc2)O[C@@H]1COC(C)=O
18. C[C@@]12CC[C@@H](C3=C(CCC3)C1)N2c1ccccc1
19. S=C(SCc1c(Cl)cccc1Cl)N1CCSCC1
20. COc1ccc(C(=O)C(=O)N2CCC(c3ccccc3)CC2)cn1
assay / compound | 11 | 12 | 13 | 14 | 15 | 16 | 17 | 18 | 19 | 20
TAAR1 ag | 4 | 0 | 0 | 4 | 7 | 2 | 0 | 2 | 0 | -1
TAAR1 antagonist | -2 | -8 | -26 | -6 | -2 | -8 | 2 | -8 | -22 | -1

21. C[C@H]1COc2cc(N3CCCC3)ccc2S(=O)(=O)N1
22. COC(=O)[C@@]12C[C@@H](CC(=O)NCC34CC5CC(CC(C5)C3)C4)C(=O)N(Cc3ccco3)C1=CCC(C)(C)C2
23. CCCN1CCCCC(NC(=O)c2c(F)cccc2F)C1=O (configuration not stated)
24. COc1ccc2c(c1)[C@]1(C[C@H](O)CO1)C(=O)N2C
25. CCOC(=O)C1=C(C)N(CCCC(=O)O)C(=O)NC1c1ccc(C(F)(F)F)cc1 (configuration not stated)
26. C#CCN1CC(COCCCC)Oc2cccc(F)c2S1(=O)=O (configuration not stated)
27. C[C@@H]1CCCCO[C@@H](CN(C)C(=O)Nc2ccc(C(F)(F)F)cc2)[C@@H](C)CN([C@H](C)CO)C(=O)c2cc(NS(=O)(=O)c3ccc(Cl)cc3)ccc2O1
28. Cc1cccc(-c2ccc(O)cc2CN2CCN(c3ncc(Cc4ccccc4)cn3)CC2)c1
29. COC(=O)[C@]12CCCCC=C1N(CCc1ccc(OC)c(OC)c1)C(=O)[C@H](CC(=O)NCc1cccc(C(F)(F)F)c1)C2
30. O=C1CCCC2=C1[C@@]1(O[C@H]3C=CC=CN23)C(=O)N(c2ccccc2)c2ccccc21
assay / compound | 21 | 22 | 23 | 24 | 25 | 26 | 27 | 28 | 29 | 30
TAAR1 ag | 0 | -2 | 4 | 1 | 1 | -2 | 2 | -1 | 5 | 1
TAAR1 antagonist | -2 | -28 | -1 | -8 | 3 | 2 | 4 | -32 | 49* | -21

31. CC(=O)O[C@@H]1C=C[C@@H](C#Cc2ccc(C(C)(C)C)cc2)O[C@@H]1COC(=O)NCc1ccccc1
32. C[C@@H]1CCCCO[C@@H](CN(C)C(=O)Nc2ccccc2)[C@@H](C)CN([C@H](C)CO)C(=O)c2cc(NC(=O)NC3CCCCC3)ccc2O1
33. Cc1ccccc1S(=O)(=O)NCC[C@@H]1CC[C@@H](NC(=O)C2CCCC2)[C@@H](CO)O1
34. Cc1cc2c(nc1C)CCCN2S(=O)(=O)c1ccccc1
35. Cc1cccc(CN2[C@@H](C)[C@H](c3ccccc3)Oc3cc(Br)ccc3S2(=O)=O)c1
36. Cn1cc([C@]2(O)C(=O)Nc3ccccc32)c2ccccc21
37. Cc1ccc(N2CCN(C(CCc3ccccc3)C(=O)Nc3c(C)cccc3C)CC2)cc1 (configuration not stated)
38. N#Cc1ccc(C23CC4(C2)[C@H](CN(CC2CCCCC2)[C@@H]4c2ccccc2)C3c2ccc(C(F)(F)F)cc2)cc1 (some centres not stated)
39. Cc1[nH]nc2c1C(c1ccccc1)N(Cc1ccccc1)C2=O (configuration not stated)
40. COC(=O)C1(C(=O)OC)C[C@H](/C=C/c2ccccc2)N(Cc2ccccc2OC)[C@@H]1c1ccccc1
assay / compound | 31 | 32 | 33 | 34 | 35 | 36 | 37 | 38 | 39 | 40
TAAR1 ag | 3 | 3 | 1 | 0 | 3 | 0 | 2 | 0 | 2 | 1
TAAR1 antagonist | -20 | -8 | 2 | -33 | -14 | 8 | -8 | -13 | -6 | -33

41. Cc1ccc(CN2CCC=CS2(=O)=O)cc1
42. CCOC(=O)N[C@H](C(=O)N1CCC[C@H]1C(=O)NCc1ccccc1)C(C)C
43. COc1ccc(N2CCN(C3C(=O)Nc4ccccc4-n4nnnc43)CC2)cc1 (configuration not stated)
44. Cc1cc(N2CCN(C(=O)OC(C)(C)C)C[C@H]2C)ccc1Br
45. Cc1ccc(C)c(CN2CCC(CNC(=O)C3CCCN(c4ncnc5c4nc4n5CCCCC4)C3)CC2)c1 (configuration not stated)
46. Cc1ccccc1NC(=O)N(C)[C@H]1C[C@H]2c3[nH]c4c(-c5ccccc5)cccc4c3CCN2C(=O)[C@H]1[C@H](C)O
47. O=C(/C=C(\Nc1ccc(Cl)c(C(F)(F)F)c1)c1ccccc1)c1ccccc1
48. COc1ccc(NC(=O)c2cc(-c3sc(NC(=O)c4ccccc4)nc3C)n(-c3ccc(Br)cc3)n2)cc1
49. COC(=O)c1ccc2nc(-c3ccco3)c(Cc3ccsc3)n2c1
50. CCCCOCCCNC(=O)C[C@@H]1C[C@@]2(C(=O)OC)CC(C)(C)CC=C2N(Cc2ccc3c(c2)OCO3)C1=O
assay / compound | 41 | 42 | 43 | 44 | 45 | 46 | 47 | 48 | 49 | 50
TAAR1 ag | 1 | 0 | 4 | 1 | 0 | 16 | 0 | 1 | 1 | -2
TAAR1 antagonist | 1 | 6 | -9 | -14 | -10 | 57* | -18 | -28 | -19 | -26

51. CC(C)[C@H](NS(=O)(=O)c1ccc(F)cc1F)C(=O)N1CCC[C@H]1C(=O)NCCc1ccccc1Cl
52. CCc1nnc(NC(=O)c2ccc3c(c2)C(=O)N(CC(C)C)C3=O)s1
53. COc1ccc(C2CC(=O)C(c3ccc(C(C)=O)cc3)=CN2Cc2ccccc2)cc1 (configuration not stated)
54. C[C@H](O)[C@@H]1C(=O)N2CCc3c([nH]c4c(-c5ccccc5)cccc34)[C@@H]2C[C@@H]1N(C)C(=O)c1ccccc1F
55. Cc1cccc(-c2cccc3[nH]c4c(c23)CCN2C(=O)[C@H]3[C@H](C)ON(C)[C@H]3C[C@@H]42)c1
56. COCCNC(=S)N(C)[C@H]1C[C@H]2c3[nH]c4cccc(-c5ccccc5)c4c3CCN2C(=O)[C@H]1[C@H](C)O
57. C[C@@H]1CN([C@@H](C)CO)C(=O)CCCn2cc(nn2)CO[C@H]1CN(C)C(=O)NC1CCCCC1
58. COC(=O)C1=CN(c2ccc(F)cc2)C(N)=C(C#N)C1c1cccc(F)c1 (configuration not stated)
59. Cc1ccc([C@H]2C[C@]34CNS(=O)(=O)[C@H]3C[C@H]2O4)cc1
60. O=S1(=O)N[C@H](Cc2ccccc2)COc2cc(F)ccc21
assay / compound | 51 | 52 | 53 | 54 | 55 | 56 | 57 | 58 | 59 | 60
TAAR1 ag | 49* | 6 | -2 | 10 | 17 | 1 | 5 | 5 | 1 | -1
TAAR1 antagonist | 64* | 6 | -7 | 18 | 39 | -7 | 4 | -9 | 3 | -23

61. CC(=O)c1cccc(NC(=O)Nc2cnn(Cc3ccc(F)cc3)c2)c1
62. CCOC(=O)/C=C/c1ccccc1O
63. FC(F)(F)c1cc(Cc2nc3ccccc3n2C(CCc2ccccc2)c2nc3ccccc3[nH]2)cc(C(F)(F)F)c1 (configuration not stated)
64. COCCN1C(=O)[C@H]2C[C@@]13O[C@H](C1CCCCC1)N=C3CC1c3ccccc3C[C@@]12C (some centres not stated)
65. Nc1[nH]c(C(=O)c2ccc(Br)cc2)c(-c2ccc3ccccc3c2)c1C(=O)NCCc1c[nH]c2ccccc12
66. COC(=O)c1c(-c2ccc(OC)cc2)c2c(c3c4cc(OC)ccc4n(C(=O)c4ccccc4)c13)C(=O)N(C)C2
67. CC(C)NC(=O)C1(C)CN(S(C)(=O)=O)CC(=O)N1Cc1cccc(F)c1 (configuration not stated)
68. C=CCN1[C@@H](CC(C)C)COc2cccc(NCCCN3CCOCC3)c2S1(=O)=O
69. O=C(N[C@H](Cc1ccccc1)C(=O)N1CCN(c2ncccn2)CC1)[C@H]1O[C@@H](n2ccc(=O)[nH]c2=O)[C@H](O)[C@@H]1O
70. COC(=O)[C@]12C[C@H](CC(=O)N3CCN(C(=O)C4CC4)CC3)C(=O)N(Cc3ccccc3)C1=C[C@H](C(C)C)O[C@@H]2C1CC1
71. C=C1[C@@H](CCO)N(S(=O)C(C)(C)C)C[C@@H]1C (some centres not stated)
72. COC(=O)C1=C(C)N(Cc2ccc(Cl)cc2)C(=S)NC1c1cccc(F)c1 (configuration not stated)
assay / compound | 61 | 62 | 63 | 64 | 65 | 66 | 67 | 68 | 69 | 70 | 71 | 72
TAAR1 ag | 8 | 0 | 2 | 6 | 1 | 2 | 1 | 6 | 0 | 0 | 0 | 1
TAAR1 antagonist | 1 | -5 | -15 | -9 | 0 | 24 | -25 | 1 | -12 | 4 | 1 | 38

Among those listed so far, eleven have an NH in an aromatic ring.
4. COc1ccc(NC(=O)C(c2ccc(OC)cc2)n2c(=O)c(-c3cc4ccccc4[nH]3)nc3ccccc32)cc1 (configuration not stated)
5. Cc1[nH]c2ccccc2c1CC(=O)Nc1ccc(Nc2cccnc2)c(-c2cc(C(F)(F)F)cc(C(F)(F)F)c2)c1
7. Cc1cc(S(=O)(=O)NC(=O)[C@H]2O[C@@H](n3ccc(=O)[nH]c3=O)[C@H](O)[C@@H]2O)ccc1Br
39. Cc1[nH]nc2c1C(c1ccccc1)N(Cc1ccccc1)C2=O (configuration not stated)
46. Cc1ccccc1NC(=O)N(C)[C@H]1C[C@H]2c3[nH]c4c(-c5ccccc5)cccc4c3CCN2C(=O)[C@H]1[C@H](C)O
54. C[C@H](O)[C@@H]1C(=O)N2CCc3c([nH]c4c(-c5ccccc5)cccc34)[C@@H]2C[C@@H]1N(C)C(=O)c1ccccc1F
55. Cc1cccc(-c2cccc3[nH]c4c(c23)CCN2C(=O)[C@H]3[C@H](C)ON(C)[C@H]3C[C@@H]42)c1
56. COCCNC(=S)N(C)[C@H]1C[C@H]2c3[nH]c4cccc(-c5ccccc5)c4c3CCN2C(=O)[C@H]1[C@H](C)O
63. FC(F)(F)c1cc(Cc2nc3ccccc3n2C(CCc2ccccc2)c2nc3ccccc3[nH]2)cc(C(F)(F)F)c1 (configuration not stated)
65. Nc1[nH]c(C(=O)c2ccc(Br)cc2)c(-c2ccc3ccccc3c2)c1C(=O)NCCc1c[nH]c2ccccc12
69. O=C(N[C@H](Cc1ccccc1)C(=O)N1CCN(c2ncccn2)CC1)[C@H]1O[C@@H](n2ccc(=O)[nH]c2=O)[C@H](O)[C@@H]1O
assay / compound | 4 | 5 | 7 | 39 | 46 | 54 | 55 | 56 | 63 | 65 | 69
TAAR1 ag | 1 | 1 | 8 | 2 | 16 | 10 | 17 | 1 | 2 | 1 | 0
TAAR1 antagonist | 0 | -7 | -19 | -6 | 57* | 18 | 39 | -7 | -15 | 0 | -12
